Screening data as filed in PubChem.
ATXN2 expr inh: reduces ATXN2 reporter expression in HEK-293 cells; Potency, µM (series often up to 57 µM), inactives show at the highest dose activity change, negative = inhibition, most hits filed as inhibitors; 360,000 compounds, 0.72% hits; AID 1745845; HEK-293 ATXN2-luciferase reporter, luminescence, 24 h; further: on the % scale 0 is the no-effect control and ±100 the full control effect; nearly all actives have a fitted effect of over 55% in size
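ATXN2-luciferase reporter cells (luciferase flanked by upstream and downstream ATXN2 gene portions) were treated 24 h at 37 °C with compounds at up to 57 uM. SteadyGlo luminescence gave expression; GF-AFC fluorescence gave viability.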
ATXN viability: viability counter-screen for ATXN expression inhibitors; Potency, µM (series often up to 56.7 µM), hits mostly cytotoxic; AID 651635; S2 cells (HEK-293 line with an ATXN2-luciferase reporter) viability, CellTiter-Fluor protease fluorescence, 24 h; 400,000 compounds, 0.49% hits; further: nearly all actives have a fitted effect of over 40% in size
Nrf2 activator: activates Nrf2 signaling; 410,000 compounds, 0.31% hits; AID 624171; AREc32 ARE-luciferase reporter (MCF7-derived line), luminescence, 24 h; Potency, µM (top dose mostly 46.1 µM), for the others: at the top dose activation, hits mostly activators; further: % of control where 0% means no effect; nearly all actives have a fitted effect of over 65% in size
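ARE-driven firefly luciferase activity in AREc32 cells measured after a 24 hr compound exposure at 37 deg C, using Steady-Glo reagent and a 30 min room-temperature hold.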
TGFb inhibitor: blocks TGF-b signaling; HepG2 CAGA-GFP TGF-b/SMAD3 reporter, GFP fluorescence, 18 h; TGF-beta stimulated, 500 pg/mL final; Potency, µM (titrated, usually from 46.1 µM), for inactives: at the highest dose activity, negative = inhibition, usual class: inhibitors; 410,000 compounds, 1.2% hits; further: on the % scale 0 is the no-effect control and ±100 the full control effect; nearly all actives have a fitted effect of over 65% in size
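HEPG2 CAGA-GFP, 1000 cells/well; 2 h settle, 37 C; cpd via pin tool; TGF-b 500 pg/mL final; 18 h, 37 C; GFP imaging ex488/em500-530; %Activity normalised to -TGF-b and +DMSO controls; CRC fit, curve class.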
A549 viability: counter-screen for Nrf2 inhibitors: cytotoxicity in A549 cells | A549 ARE-Fluc cells, CellTiter-Fluor viability, 18-24 h | Potency, µM (top dose mostly 46 µM), inactives show at the top dose activity change, negative = cytotoxicity, usual class: inhibitors | 390,000 compounds, 0.16% hits | AID 504648; further: on the % scale 0 is the no-effect control and ±100 the full control effect
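Cytotoxicity counterscreen: CellTiter-Fluor fluorescence was measured in A549 ARE_Fluc cells after 18-24 h of compound exposure in a concentration series. The subsequent BugLite luminescent read reports ARE-luciferase activity.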
Nrf2 inh: Nrf2 pathway inhibition; A549 ARE-Fluc reporter, luciferase luminescence, 18-24 h; Potency, µM (titrated, usually from 46 µM), for inactives: at the highest dose activity change, negative = inhibition, usual class: inhibitors; 360,000 compounds, 2.1% hits; AID 504444; further: on the % scale 0 is the no-effect control and ±100 the full control effect; nearly all actives have a fitted effect of over 60% in size
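Concentration-response testing used A549 ARE_Fluc cells at 5000 cells/well. Following an 18-24 h compound incubation, viability was read by fluorescence (Ex 405/Em 525) and luciferase output by luminescence.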
HepG2 tox: counter-screen for TGF-b inhibitors: cytotoxicity in HepG2 cells; HepG2 CAGA-GFP viability, ATP luminescence, 18 h; Potency, µM (top dose mostly 46.1 µM), without a hit: top-dose activity change, negative = cytotoxicity, most hits filed as cytotoxic; 410,000 compounds, 0.76% hits; AID 588856; further: some results filed as inactive show a strong effect at the top dose
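CellTiter-Glo luminescence gave cytotoxicity after 18 hours at 37 degrees C. The cells were HepG2 CAGA-GFP in 1% FBS DMEM, stimulated with 500 pg/mL TGF-beta after compound addition. %Activity was normalised to no-cell wells (complete cell-killing) and DMSO (no toxicity), and curves were fitted and classified.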
MCF10A rerep: induces DNA re-replication in MCF 10a normal breast cells; MCF 10A DNA re-replication, Hoechst nuclear intensity, 48 h; Potency, µM (doses to about 46.1 µM), inactives show at the highest dose activity, positive = re-replication, usual class: activators; 350,000 compounds, 2.9% hits; AID 624296; further: % of control where 0% means no effect; nearly all actives have a fitted effect of over 50% in size
EPAC2 antagonist: EPAC2 (human) antagonism; EPAC2 GEF exchange of Rap1B-BODIPY-GDP, fluorescence; Q8WZA2; AID 720708; Potency, µM (series often up to 114 µM), without a hit: at the top dose activity, negative = inhibition, most hits filed as inhibitors; 360,000 compounds, 0.18% hits; further: on the % scale 0 is the no-effect control and ±100 the full control effect; nearly all actives have a fitted effect of over 45% in size; many of its hits are not listed in these tables
Target sequence (Q8WZA2 whole entry, looked up): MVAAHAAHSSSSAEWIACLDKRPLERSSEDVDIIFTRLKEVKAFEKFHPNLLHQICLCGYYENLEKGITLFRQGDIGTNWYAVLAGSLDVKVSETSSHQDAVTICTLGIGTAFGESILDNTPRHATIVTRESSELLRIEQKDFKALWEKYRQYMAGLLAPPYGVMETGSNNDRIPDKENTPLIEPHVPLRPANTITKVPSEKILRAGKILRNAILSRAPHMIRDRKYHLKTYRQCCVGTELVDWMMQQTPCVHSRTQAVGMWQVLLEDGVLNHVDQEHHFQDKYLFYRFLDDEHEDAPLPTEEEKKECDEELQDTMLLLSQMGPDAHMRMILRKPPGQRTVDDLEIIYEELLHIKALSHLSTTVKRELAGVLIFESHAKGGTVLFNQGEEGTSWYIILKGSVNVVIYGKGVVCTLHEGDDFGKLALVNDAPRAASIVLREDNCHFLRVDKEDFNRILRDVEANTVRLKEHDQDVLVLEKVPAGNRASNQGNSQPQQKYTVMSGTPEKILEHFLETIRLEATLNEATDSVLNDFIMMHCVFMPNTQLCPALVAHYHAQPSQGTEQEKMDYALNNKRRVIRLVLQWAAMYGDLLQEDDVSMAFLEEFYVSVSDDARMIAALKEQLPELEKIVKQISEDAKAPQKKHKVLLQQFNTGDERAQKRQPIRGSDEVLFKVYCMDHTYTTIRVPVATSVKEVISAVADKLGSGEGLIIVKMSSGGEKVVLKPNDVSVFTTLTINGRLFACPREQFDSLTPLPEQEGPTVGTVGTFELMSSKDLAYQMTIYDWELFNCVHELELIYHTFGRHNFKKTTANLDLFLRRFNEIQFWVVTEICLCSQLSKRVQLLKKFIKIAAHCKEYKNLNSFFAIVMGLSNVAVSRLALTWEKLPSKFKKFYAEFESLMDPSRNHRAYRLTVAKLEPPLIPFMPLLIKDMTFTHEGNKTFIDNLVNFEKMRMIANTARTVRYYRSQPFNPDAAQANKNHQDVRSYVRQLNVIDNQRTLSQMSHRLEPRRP
Starred values were filed as active, the others as inactive; i = inactive; ? = inconclusive; . = no result given; [ ] = another dose, or the depositor's remark. The call rests on the fitted dose curve; in most records, active means well fitted curve in the direction sought with a large enough effect; inconclusive means small, poorly fitted or top-dose-only effect, or another doubt; inactive means no such curve, though single readings can be large; an effect the other way counts as inactive or inconclusive. Potency means the concentration at half of the fitted maximal effect. These rows are one share of the data, so the mix of outcomes need not match the whole.

item	compound	ATXN2 expr inh	ATXN viability	Nrf2 activator	TGFb inhibitor	A549 viability	Nrf2 inh	HepG2 tox	MCF10A rerep	EPAC2 antagonist
1	COc1cc(NC(=O)CN2C(=O)NC(C)(CCC(C)C)C2=O)cc(OC)c1 (centres undefined)	0%	i	-0.1%	-2%	-6%	-12%	-36%	-22%	-4%
2	CCc1nc2ccc(C(=O)N3CCN(C(=O)c4ccco4)CC3)cn2c1N(CCC(C)C)CCN(C)C	-1%	i	0.1%	9%	.	.	4%	.	32%[activator]
3	O=C(C1CCC(CNS(=O)(=O)c2cccc3nsnc23)CC1)N1CCN(c2ccccn2)CC1 (centres undefined)	-10%	i	6.4%	-3%	-5%	21µM*	-36%	-2%	-1%
4	CCN(CC)c1ccc2cc(-c3nc4ccccc4[nH]3)c(=O)oc2c1	-75%	.	-0.1%	147%[activator]	?	-11%	-2%	4.1µM*	229%[activator]
5	CCOc1ccc(NC(=O)CN2C(=O)CSC2=O)cc1	1%	i	0.3%	6%	-12%	8%	0%	-6%	4%
6	CSc1nc2ccc(NS(=O)(=O)c3c(Cl)cccc3Cl)cc2s1	3%	i	2.4%	-29%	5%	3%	-73%	21%	-11%
7	COc1ccc(NC(=O)C2(C)CCN2Cc2ccc(OC)c3ccccc23)cc1OC (centres undefined)	?	?	6.5%	-26%	.	.	-14%	.	10%
8	O=C(Nc1ccc(F)cc1)Nc1ccccc1N1CCCCC1	.	i	6.3%	?	-28%	?	-19%	9%	1%
9	CC12CC3(C)CC(C)(C1)CC(C(=O)NCc1cccnc1)(C2)C3	1%	i	-0.8%	-12%	-6%	-1%	-3%	-2%	2%
10	CCOC(=O)[C@H]1[C@H]2COc3ccc(C)cc3[C@@H]2N2C(=O)CN(Cc3ccc(OC)cc3)C(=O)[C@@]12C	11%	i	0.1%	3%	-1%	1%	-10%	7%	-8%
11	COc1ccc(CCN(C)C2CC(=O)N(c3ccccc3)C2=O)cc1OC (centres undefined)	17%	i	-0.6%	-5%	-4%	2%	-1%	7%	2%
12	CC1CCCC(NC(=O)C2CC(=O)N(Cc3ccccc3)C2)C1C (centres undefined)	1%	i	-0.8%	0%	0%	11%	3%	3%	3%

The results go on:
item	compound	ATXN2 expr inh	ATXN viability	Nrf2 activator	TGFb inhibitor	A549 viability	Nrf2 inh	HepG2 tox	MCF10A rerep	EPAC2 antagonist
13	O=C(O)CCSc1nnc(COc2cccc3ccccc23)n1-c1cccc(Cl)c1	1%	i	2.4%	19%	-8%	3%	1%	13%	?
14	O=c1[nH]c(C(F)(F)F)nc2c1nc1n2CCC1	.	i	0.1%	-5%	.	.	-28%	.	7%
15	COc1cccc(-c2nnc(SCC(=O)N(C)c3ccccc3)o2)c1	6%	?	0.0%	9%	-1%	17%	3%	.	.
16	CCOc1ccc(CCNC(=O)COC(=O)c2cccnc2OCC)cc1OCC	44%[activator]	i	0.5%	-2%	-2%	.	4%	-22%	-3%
17	Cc1ccc(/C=C(\C#N)C(=O)NCCN2CCOCC2)cc1	1%	i	-0.1%	-3%	-6%	17%	5%	-7%	5%
18	COC(=O)C1=C(O)/C(=C/c2cccc(OC)c2O)N=C1C	.	i	5.7%	-30%	-2%	1%	-69%	-3%	-3%
19	CSc1nnc(C)c(=O)n1COC(=O)/C=C/c1ccccc1	-2%	?	?	9%	-9%	-20%	-21%	-2%	2%
20	COC(=O)CSc1nc(N)c2c3c(sc2n1)C(c1ccccc1)SC(c1ccccc1)C3 (centres undefined)	?	.	3.1%	3%	-4%	13%	-7%	?	15%
21	O=C(CCCOc1ccccc1)Nc1ccc(S(=O)(=O)N2CCOCC2)cc1	-2%	i	-0.6%	22%	-7%	6%	11%	-2%	-1%
22	COc1cc(OC)c2c(-c3cccc(-c4ccc(OC)c(F)c4)c3)cc(=O)oc2c1	20%	i	0.0%	?	-5%	?	-20%	?	-5%
23	Cc1ccc(N2C(=O)CSC23C(=O)N(Cc2ccccc2F)c2ccccc23)cc1F (centres undefined)	?	i	-1.2%	?	-16%	?	-19%	.	.
24	Cc1nc2ncnn2c(C)c1CCC(=O)N1CCN(C(=O)c2ccco2)CC1	6%	i	-0.4%	-9%	5%	4%	-17%	8%	-3%[57.1 µM]

Next part
item	compound	ATXN2 expr inh	ATXN viability	Nrf2 activator	TGFb inhibitor	A549 viability	Nrf2 inh	HepG2 tox	MCF10A rerep	EPAC2 antagonist
25	COC(=O)c1c(NC(=O)CN2C(=O)C(=O)N(CC(C)C)C2=O)sc(C)c1C	1%	i	2.5%	-7%	2%	-21%	-44%	1%	-7%
26	CC1CCc2c(sc3nc(CN4CCOCC4)nc(N4CCc5ccccc5C4)c23)C1 (centres undefined)	?	?	0.2%	?	5%	-7%	-2%	?	14%
27	Cc1ccc(C2(C)NC(=O)N(CC(=O)NCc3cccs3)C2=O)cc1 (centres undefined)	.	i	1.5%	1%	6%	-2%	-4%	12%	7%
28	CCN(CC)S(=O)(=O)c1ccc(/C=C/C(=O)O)cc1	6%	i	-0.8%	13%	-5%	3%	5%	-7%	8%
29	Oc1ccc(N2CCN(c3ncnc4sc(-c5ccccc5)cc34)CC2)cc1	?	i	11%	-17%	-16%	21µM*	-18%	?	-11%
30	O=C(CN1C(=O)NC2(CCCC2)C1=O)Nc1ccc(Cl)cc1C(F)(F)F	7%	i	0.1%	0%	0%	7%	-19%	5%	-1%
31	O=C(O)c1ccccc1CSc1nnnn1-c1ccccc1	-30%	i	-0.5%	3%	0%	-22%	4%	0%	3%
32	Cc1cc(NC(=O)CSc2nccn2-c2ccc([N+](=O)[O-])cc2)no1	-6%	i	-0.7%	-1%	4%	4%	6%	0%	5%
33	COc1ccc(NCc2nnc(SCC(=O)NCc3ccco3)n2-c2ccccc2OC)cc1	3%	i	2.2%	7%	-4%	-2%	2%	?	2%
34	CCOc1ccc(C(=O)NCC(c2ccc3c(c2)OCO3)N2CCN(C)CC2)cc1 (centres undefined)	-1%	?	4.7%	-12%	0%	.	-7%	.	.
35	Cc1ccccc1Cn1c(C)c(C(=O)NCc2cccc(Cl)c2)sc1=O	?	i	1.9%	-18%	.	.	-8%	.	-2%
36	C[C@H](CO)N1C[C@H](C)[C@@H](CN(C)Cc2ccc(C(=O)O)cc2)Oc2ccc(NS(=O)(=O)c3cn(C)cn3)cc2C1=O	-3%	i	0.5%	-25%	0%	4%	-20%	12%	8%

More structures follow:
item	compound	ATXN2 expr inh	ATXN viability	Nrf2 activator	TGFb inhibitor	A549 viability	Nrf2 inh	HepG2 tox	MCF10A rerep	EPAC2 antagonist
37	CCCCn1c(SCC(=O)NCc2ccco2)nc2cc(S(N)(=O)=O)ccc21	2%	i	5.7%	0%	4%	.	0%	-1%	7%
38	NC(=O)Nc1ccc(C(=O)N2CCN(S(=O)(=O)Cc3ccccc3)CC2)cc1	0%	i	-0.8%	8%	2%	-11%	-6%	6%	4%
39	CC(C)C(C)NC(=O)COc1ccc(S(=O)(=O)N2CCOCC2)cc1Cl (centres undefined)	-18%	i	-0.2%	-11%	14%	1%	-29%	0.58µM*	5%
40	COC(=O)[C@@]1(Cc2ccc(OC)cc2)[C@H]2c3cc(C(=O)N4CCCC4)n(CCc4c[nH]c5ccccc45)c3C[C@H]2CN1C(=O)c1ccccc1	-4%	?	0.8%	.	.	.	.	.	-9%
41	C/C(CC(=O)Nc1ccc(N(C)C)cc1)=N\NC(=O)c1cnccn1	-1%	i	6.8%	-15%	9%	6%	-1%	-3%	-11%
42	COc1ccc(CCC(=O)Nc2nc(C)c(C(=O)N(C)C)s2)cc1	5%	i	-0.4%	11%	6%	-38%	-6%	-5%	6%

Compounds listed so far that contain an aryl methoxy group, in the order listed:
item	compound	ATXN2 expr inh	ATXN viability	Nrf2 activator	TGFb inhibitor	A549 viability	Nrf2 inh	HepG2 tox	MCF10A rerep	EPAC2 antagonist
1	COc1cc(NC(=O)CN2C(=O)NC(C)(CCC(C)C)C2=O)cc(OC)c1 (centres undefined)	0%	i	-0.1%	-2%	-6%	-12%	-36%	-22%	-4%
7	COc1ccc(NC(=O)C2(C)CCN2Cc2ccc(OC)c3ccccc23)cc1OC (centres undefined)	?	?	6.5%	-26%	.	.	-14%	.	10%
10	CCOC(=O)[C@H]1[C@H]2COc3ccc(C)cc3[C@@H]2N2C(=O)CN(Cc3ccc(OC)cc3)C(=O)[C@@]12C	11%	i	0.1%	3%	-1%	1%	-10%	7%	-8%
11	COc1ccc(CCN(C)C2CC(=O)N(c3ccccc3)C2=O)cc1OC (centres undefined)	17%	i	-0.6%	-5%	-4%	2%	-1%	7%	2%
15	COc1cccc(-c2nnc(SCC(=O)N(C)c3ccccc3)o2)c1	6%	?	0.0%	9%	-1%	17%	3%	.	.
18	COC(=O)C1=C(O)/C(=C/c2cccc(OC)c2O)N=C1C	.	i	5.7%	-30%	-2%	1%	-69%	-3%	-3%
22	COc1cc(OC)c2c(-c3cccc(-c4ccc(OC)c(F)c4)c3)cc(=O)oc2c1	20%	i	0.0%	?	-5%	?	-20%	?	-5%
33	COc1ccc(NCc2nnc(SCC(=O)NCc3ccco3)n2-c2ccccc2OC)cc1	3%	i	2.2%	7%	-4%	-2%	2%	?	2%
40	COC(=O)[C@@]1(Cc2ccc(OC)cc2)[C@H]2c3cc(C(=O)N4CCCC4)n(CCc4c[nH]c5ccccc45)c3C[C@H]2CN1C(=O)c1ccccc1	-4%	?	0.8%	.	.	.	.	.	-9%
42	COc1ccc(CCC(=O)Nc2nc(C)c(C(=O)N(C)C)s2)cc1	5%	i	-0.4%	11%	6%	-38%	-6%	-5%	6%

Complete entries, looked up by structure. Values in the order: ATXN2 expr inh | ATXN viability | Nrf2 activator | TGFb inhibitor | A549 viability | Nrf2 inh | HepG2 tox | MCF10A rerep | EPAC2 antagonist
COc1ccc(CCC(=O)Nc2nc(C)c(C(=O)N(C)C)s2)cc1 reads 5% | i | -0.4% | 11% | 6% | -38% | -6% | -5% | 6%
C/C(CC(=O)Nc1ccc(N(C)C)cc1)=N\NC(=O)c1cnccn1 reads -1% | i | 6.8% | -15% | 9% | 6% | -1% | -3% | -11%
